Source: PubChem
TDP1 block – blocks human tyrosyl-DNA phosphodiesterase 1 | actives 0.28% (n = 350,000) | Potency, µM (highest dose often 130 µM), for the others: top-dose activity change, negative = inhibition, usual class: inhibitors | recombinant TDP1, AlphaScreen DNA substrate cleavage | AID 485290; further: nearly all actives have a fitted effect of over 40% in size
Target sequence (Q9NUW8 whole entry, looked up): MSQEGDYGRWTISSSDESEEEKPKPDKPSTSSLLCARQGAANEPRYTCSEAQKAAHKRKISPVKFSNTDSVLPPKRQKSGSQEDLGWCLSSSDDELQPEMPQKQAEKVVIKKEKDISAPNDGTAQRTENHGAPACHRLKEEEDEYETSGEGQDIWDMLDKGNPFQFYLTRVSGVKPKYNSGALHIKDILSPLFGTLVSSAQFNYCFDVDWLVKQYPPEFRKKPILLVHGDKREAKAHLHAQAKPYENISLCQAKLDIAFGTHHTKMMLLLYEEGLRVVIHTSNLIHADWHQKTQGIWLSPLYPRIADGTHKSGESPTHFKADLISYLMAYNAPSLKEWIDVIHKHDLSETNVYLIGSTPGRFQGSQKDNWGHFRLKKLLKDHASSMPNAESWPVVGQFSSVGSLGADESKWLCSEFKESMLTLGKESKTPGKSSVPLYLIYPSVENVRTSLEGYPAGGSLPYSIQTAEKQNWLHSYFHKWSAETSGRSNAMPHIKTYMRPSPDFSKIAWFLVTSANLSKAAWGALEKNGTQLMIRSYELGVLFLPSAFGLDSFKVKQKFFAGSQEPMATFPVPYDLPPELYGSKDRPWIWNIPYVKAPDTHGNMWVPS
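AlphaScreen read-out: signal falls as enzyme removes the 3' tyrosine-FITC from a 5'-biotinylated DNA oligo (15 nM, 5 min, RT). Enzyme was E. coli-made recombinant Tdp1 at 1 nM, exposed to compound for 15 min beforehand; beads 10 ug/ml, 10 min.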
TDP1 cell noCPT – qHTS for Inhibitors of human tyrosyl-DNA phosphodiesterase 1 (TDP1): qHTS in cells in absence of CPT; DT40 Tdp1-/- hTDP1 cells, no CPT, ATP luminescence, 48 h; Potency, µM (doses to about 46.2 µM), for inactives: at the top dose activity change, negative = growth inhibition, usual class: inhibitors; actives 15% (n = 420,000); AID 686978, 2013; further: nearly all actives have a fitted effect of over 55% in size
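A cellular qHTS used chicken DT40 cells lacking endogenous Tdp1 but carrying stably transfected human TDP1. Compounds were applied without camptothecin, and cell growth kinetics were judged by ATP-dependent luminescence after ≥48 hr.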
GCN5L2 inh – blocks human GCN5L2 histone acetyltransferase | GCN5L2 HAT assay, ThioGlo1 CoA-SH fluorescence | Potency, µM (series often up to 58.9 µM), for the others: at the highest dose activity change, negative = inhibition, actives largely listed as inhibitors | actives 0.21% (n = 390,000)
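ThioGlo1-coupled HAT assay: 20nM GCN5L2, 70uM acetyl-CoA, 75uM H3(1-25) peptide, pH 7.5. Fluorescence read at 340/540nm at start and after 20 min at room temperature.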
* = called active by the depositor; [ ] = another dose, or the depositor's remark. The call rests on the fitted dose curve; in most records, active means well fitted curve in the direction sought with a large enough effect; inconclusive means small, poorly fitted or top-dose-only effect, or another doubt; inactive means no such curve, though single readings can be large; an effect the other way counts as inactive or inconclusive. On the % scale 0 is the no-effect control and ±100 the full control effect; potency means the concentration at half of the fitted maximal effect.

What do the screens show for `CSc1nnc([C@@H](NC(=O)OC(C)(C)C)C(C)C)o1`?
TDP1 block: 1%; TDP1 cell noCPT: -3%; GCN5L2 inh: 3%

How did COC(=O)c1ccc2[nH]c(C)cc(=O)c2c1 do in these assays?
TDP1 block: 2%; TDP1 cell noCPT: -14%; GCN5L2 inh: -10%

How did CN(C)c1ccc(/C=C(\C#N)C(=O)c2ccccc2)cc1 do in these assays?
TDP1 block: 0%; TDP1 cell noCPT: -17%; GCN5L2 inh: -19%

How did COc1ccc(C2=NC(=O)NC2c2ccc(OC)cc2)cc1 (stereo unspecified) do in these assays?
TDP1 block: 8%; TDP1 cell noCPT: -23%; GCN5L2 inh: -5%

What do the screens show for `Cc1ccc(-c2ccc(/C=N\NC(=O)c3cc4c(ccc5ccccc54)o3)o2)cc1[N+](=O)[O-]`?
TDP1 block: 7%; TDP1 cell noCPT: 9.2µM*; GCN5L2 inh: -4%

Results for CNc1ccccc1NC(=O)C1CCCN1C(=O)OCc1ccccc1 (stereo unspecified) ?
TDP1 block: 1%; TDP1 cell noCPT: 17%; GCN5L2 inh: -5%

How did CCCCCOC(=O)C1=C(C)N(C)C(=O)NC1c1cc(Br)c(O)c(OC)c1 (stereo unspecified) do in these assays?
TDP1 block: 3%; TDP1 cell noCPT: inconclusive; GCN5L2 inh: -4%

Results for COc1ccc(S(=O)(=O)N2CCOCC2)cc1NC(=O)CSc1nc(C)c(C)c(C)n1 ?
TDP1 block: 0%; TDP1 cell noCPT: inconclusive; GCN5L2 inh: -1%

How did COc1ccc(S(=O)(=O)NC2CCCC2)cc1Br do in these assays?
TDP1 block: 0%; TDP1 cell noCPT: -21%; GCN5L2 inh: -3%

What do the screens show for `COc1ccccc1C(=O)NCCn1cc(SCC(=O)NCc2ccco2)c2ccccc21`?
TDP1 block: 6%; TDP1 cell noCPT: inconclusive; GCN5L2 inh: -5%

How did N#Cc1ccc(CSc2ccc(S(=O)(=O)N3CCCCCC3)cn2)cc1 do in these assays?
TDP1 block: 0%; TDP1 cell noCPT: 29µM*; GCN5L2 inh: -9%

Results for COc1ccc2c(COC(=O)CNS(=O)(=O)c3ccc(C)c(C)c3)cc(=O)oc2c1 ?
TDP1 block: 3%; TDP1 cell noCPT: 1%; GCN5L2 inh: -12%

Results for CS(=O)(=O)N(CC(=O)N1CCN(c2ccccc2)CC1)c1cc(C(F)(F)F)ccc1Cl ?
TDP1 block: 0%; TDP1 cell noCPT: -26%; GCN5L2 inh: -15%

What do the screens show for `Cc1ccc(-c2cc(C(=O)N(C)Cc3cnn(C)c3C)c3cc(Br)ccc3n2)cc1`?
TDP1 block: 3%; TDP1 cell noCPT: 10µM*; GCN5L2 inh: 2%

How did COc1ccccc1C(=O)O/N=C1/CCCc2c1ccc(OC)c2[N+](=O)[O-] do in these assays?
TDP1 block: -4%; TDP1 cell noCPT: inconclusive; GCN5L2 inh: 17%

What do the screens show for `CCC(=O)N1CCc2cc(S(=O)(=O)NC(Cc3ccccc3)C(=O)NCc3ccccc3)ccc21` (stereo unspecified)?
TDP1 block: 0%; TDP1 cell noCPT: inconclusive; GCN5L2 inh: -3%

What do the screens show for `Cc1cc(NC(=O)/C(C#N)=C/c2ccco2)n(-c2ccccc2)n1`?
TDP1 block: -3%; TDP1 cell noCPT: 0%; GCN5L2 inh: 34%[activator]

How did CC(=O)Oc1ccc(-c2ccc(C(=O)NCCc3ccc(S(N)(=O)=O)cc3)cc2)cc1 do in these assays?
TDP1 cell noCPT: -24%; GCN5L2 inh: -5%

How did FC(F)(F)c1cc(-c2cccs2)nc2cc(-c3ccccc3)nn12 do in these assays?
TDP1 block: -5%; TDP1 cell noCPT: -17%; GCN5L2 inh: -21%

What do the screens show for `CCC1CN(C(=O)N2CCC(C(=O)NCCc3ccc(C)cc3)CC2)c2ccccc2O1` (stereo unspecified)?
TDP1 block: 1%; TDP1 cell noCPT: 21µM*; GCN5L2 inh: -8%

How did CCN(CC)C(=O)Cn1cc(C(=O)C(=O)N2CCc3ccccc32)c2ccccc21 do in these assays?
TDP1 block: 5%; TDP1 cell noCPT: inconclusive; GCN5L2 inh: -7%

What do the screens show for `Cc1ccc(O)c(CNc2nc3ccccc3n2C)c1`?
TDP1 block: 0%; TDP1 cell noCPT: inconclusive; GCN5L2 inh: -6%

Results for COc1cc2c(cc1NC(=O)CSc1nc3ccc(C)cc3[nH]1)oc1ccccc12 ?
TDP1 block: 8%; GCN5L2 inh: -1%

What do the screens show for `COc1ccc2oc(C)c(C(=O)c3ccc(C)cc3)c2c1`?
TDP1 cell noCPT: inconclusive; GCN5L2 inh: -7%

How did COc1ccc(S(=O)(=O)N(CC(=O)NCCSCc2ccccc2)c2ccc(C)cc2)cc1 do in these assays?
TDP1 cell noCPT: inconclusive; GCN5L2 inh: -4%

Results for Clc1ccc2oc(-c3cccnc3)nc2c1 ?
TDP1 block: -6%; TDP1 cell noCPT: -12%; GCN5L2 inh: -1%

Results for COc1cccc(NC(=O)Cn2cc(C(=O)c3ccc(C)cc3)c(=O)c3cc(OC)ccc32)c1 ?
TDP1 block: inconclusive; TDP1 cell noCPT: inconclusive; GCN5L2 inh: -5%

Results for O=C(COC(=O)C1CCN(S(=O)(=O)c2cccs2)CC1)c1ccc2c(c1)OCCO2 ?
TDP1 block: 6%; TDP1 cell noCPT: 0%; GCN5L2 inh: -6%

How did CCOC(=O)c1c(NC(=O)CN2C(=O)NC3(CCCCC3C)C2=O)sc(C)c1CC (stereo unspecified) do in these assays?
TDP1 block: -10%[0.505 µM]; TDP1 cell noCPT: inconclusive; GCN5L2 inh: -7%

Results for Cc1cccc(C(=O)N2CCc3cc(CNC(=O)CCc4ccccc4)ccc32)c1 ?
TDP1 block: 0%; TDP1 cell noCPT: 13µM*; GCN5L2 inh: 1%

How did COc1ccccc1C1CC(=O)NC(C)=C1C(=O)OCC1CCCO1 (stereo unspecified) do in these assays?
TDP1 block: 1%; TDP1 cell noCPT: -19%; GCN5L2 inh: -17%

Results for CC(Nc1oc(-c2ccco2)nc1C#N)c1ccccc1 (stereo unspecified) ?
TDP1 block: 3%; TDP1 cell noCPT: inconclusive; GCN5L2 inh: -7%

Results for c1cnc(N2CCSCC2)nc1 ?
TDP1 block: 2%; TDP1 cell noCPT: 4%; GCN5L2 inh: 3%

How did O=C(Nc1ccccc1)OCCOc1ccccc1Br do in these assays?
TDP1 cell noCPT: 4%; GCN5L2 inh: -3%

How did CC(=O)c1cccc(NC(=O)NNC(=O)c2ccc(Cl)cc2Cl)c1 do in these assays?
TDP1 block: 5%; TDP1 cell noCPT: inconclusive; GCN5L2 inh: 1%

What do the screens show for `COc1ccc2[nH]c3nc(SCC(=O)NNC(=O)c4ccc(OC)c(OC)c4)nnc3c2c1`?
TDP1 block: 5%; TDP1 cell noCPT: inconclusive; GCN5L2 inh: -6%

How did CC(C)N(C(=O)CSc1ccc(S(=O)(=O)N2CCCCC2)cn1)c1ccccc1 do in these assays?
TDP1 block: 1%[56.1 µM]; TDP1 cell noCPT: 15µM*; GCN5L2 inh: -9%

Results for O=C(Nc1ccc(S(=O)(=O)N2CCCCC2)cc1)C1CCN(C(=O)c2ccco2)CC1 ?
TDP1 block: 13%; TDP1 cell noCPT: inconclusive; GCN5L2 inh: -7%

Results for CCOC(=O)C1(Cc2ccc(OC)cc2)CCN(C(=O)CCN2CCCC2=O)CC1 ?
TDP1 block: 3%; TDP1 cell noCPT: -8%; GCN5L2 inh: -5%

What do the screens show for `COc1ccc(CCNC(=O)C2=CC=CN3CCS(=O)(=O)N=C23)cc1`?
TDP1 block: 0%; TDP1 cell noCPT: 24%; GCN5L2 inh: 0%

What do the screens show for `COc1ccc(OC)c(NC(=O)c2ccc(-c3csc(C)n3)cc2)c1`?
TDP1 cell noCPT: inconclusive; GCN5L2 inh: -3%

Results for CCOC(=O)c1c(-c2ccccc2)nnn1-c1nc(OC)nc(N2CCOCC2)n1 ?
TDP1 block: -14%; TDP1 cell noCPT: 16µM*; GCN5L2 inh: -4%

What do the screens show for `Cc1cc(=O)oc2cc(OCC(=O)OCC(=O)NCCc3ccccc3)ccc12`?
TDP1 block: 2%; TDP1 cell noCPT: 1%; GCN5L2 inh: -7%

Results for COc1ccc(CCNC(=O)CCc2c(C)nc3c4c(C)cc(C)nc4nn3c2C)cc1OC ?
TDP1 block: 0%; TDP1 cell noCPT: 16µM*; GCN5L2 inh: -2%

How did O=C(c1ccccc1)c1c[nH]c2cc3c(cc2c1=O)OCCO3 do in these assays?
TDP1 block: 3%; TDP1 cell noCPT: -24%; GCN5L2 inh: -4%

What do the screens show for `CCOc1ccc(-n2c(CC)nc3c(cnn3-c3ccc(Cl)cc3)c2=O)cc1`?
TDP1 block: 0%; TDP1 cell noCPT: 15µM*; GCN5L2 inh: -10%

How did CCNC(=S)NNC(=O)CC(C)C do in these assays?
TDP1 block: 6%; TDP1 cell noCPT: 17%; GCN5L2 inh: -1%

Results for CSCC[C@H](NC(=O)[C@@H]1CSC2c3ccccc3C(=O)N21)C(=O)NCc1ccco1 (stereo partly specified) ?
TDP1 block: 4%; TDP1 cell noCPT: 0%; GCN5L2 inh: -19%

Results for CC(C)Cc1nc(Cl)c(C#N)c2c1CCC2 ?
TDP1 block: 0%; TDP1 cell noCPT: -18%; GCN5L2 inh: 0%

How did C=CCNC(=O)c1cc2sccc2n1C do in these assays?
TDP1 block: 2%; TDP1 cell noCPT: 21%; GCN5L2 inh: 2%

How did COC(=O)c1ccccc1NC(=O)CCn1c(=O)oc2ccccc21 do in these assays?
TDP1 block: 2%; TDP1 cell noCPT: 11%; GCN5L2 inh: 1%

How did CCN(CC)CCNC(=O)c1ccc(Sc2ccc(Cl)cc2)c(NC(C)=O)c1 do in these assays?
TDP1 block: 3%; TDP1 cell noCPT: inconclusive; GCN5L2 inh: -2%

What do the screens show for `COCCN(C(=O)COC(=O)c1cc2c(s1)CCCC2)c1c(N)n(Cc2ccccc2)c(=O)[nH]c1=O`?
TDP1 cell noCPT: -4%; GCN5L2 inh: -8%

How did COc1ccc(S(=O)(=O)Oc2cccc(C(=S)N3CCOCC3)c2)cc1 do in these assays?
TDP1 block: 7%; TDP1 cell noCPT: inconclusive; GCN5L2 inh: -5%

How did Cc1cccc(C)c1Nc1nn2c(=O)c3cc4c(cc3nc2s1)OCO4 do in these assays?
TDP1 block: 0%; TDP1 cell noCPT: inconclusive; GCN5L2 inh: -5%

Results for Cc1ccc2[nH]c3c(=O)n(N)c(C)nc3c2c1 ?
TDP1 block: 2%; TDP1 cell noCPT: -12%; GCN5L2 inh: -1%

Results for O=C(Nc1ccc(C2=NCCN2)cc1)c1ccc(Cl)c(C(=O)Nc2ccc(C3=NCCN3)cc2)c1 ?
TDP1 block: 9%; GCN5L2 inh: 0%

How did COc1ccc(C(=O)/C=C/c2ccc3c(c2)OCCO3)cc1 do in these assays?
TDP1 block: 4%; TDP1 cell noCPT: inconclusive; GCN5L2 inh: -8%

How did COc1ccc(C2(c3ccc(OC)cc3)NC(=O)N(CC(=O)NC(C)C)C2=O)cc1 do in these assays?
TDP1 block: 5%[0.0935 µM]; TDP1 cell noCPT: -14%; GCN5L2 inh: 2%

Some of the compounds tested (hit frequency here may not be typical).
